Screening data from PubChem BioAssay.
Pol eta inh = inhibitors of human DNA polymerase eta; Potency, µM (doses to about 114 µM), inactives show at the highest dose activity change, negative = inhibition, actives largely listed as inhibitors; AID 588591; 390,000 compounds, 1.2% hits; Q9Y253; recombinant Pol eta, fluorescent DNA replication assay; also: potency is read from the fitted curve at half-maximal effect
Target sequence (Q9Y253 whole entry, looked up): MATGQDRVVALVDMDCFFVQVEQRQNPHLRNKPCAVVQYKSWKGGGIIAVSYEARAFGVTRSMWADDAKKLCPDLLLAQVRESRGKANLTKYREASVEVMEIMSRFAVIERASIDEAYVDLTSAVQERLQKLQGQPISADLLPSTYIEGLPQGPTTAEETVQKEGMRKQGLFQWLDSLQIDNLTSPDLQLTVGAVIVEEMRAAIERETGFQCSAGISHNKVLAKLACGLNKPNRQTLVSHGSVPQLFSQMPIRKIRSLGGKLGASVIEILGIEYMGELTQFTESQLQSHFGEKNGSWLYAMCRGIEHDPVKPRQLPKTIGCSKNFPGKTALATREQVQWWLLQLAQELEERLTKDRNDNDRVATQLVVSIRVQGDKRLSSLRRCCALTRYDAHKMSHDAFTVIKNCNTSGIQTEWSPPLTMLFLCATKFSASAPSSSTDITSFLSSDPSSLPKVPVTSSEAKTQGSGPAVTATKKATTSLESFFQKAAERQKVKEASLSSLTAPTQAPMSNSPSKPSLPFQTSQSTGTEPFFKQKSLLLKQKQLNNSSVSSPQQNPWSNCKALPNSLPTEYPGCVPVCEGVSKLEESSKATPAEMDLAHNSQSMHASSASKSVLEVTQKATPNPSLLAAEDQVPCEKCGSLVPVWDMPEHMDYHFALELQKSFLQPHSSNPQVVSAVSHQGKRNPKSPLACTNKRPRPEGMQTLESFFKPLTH
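Fluorescent replication assay: 50 nM final substrate added after a 15 min room-temperature compound preincubation with 10 nM enzyme. Signal taken at 0 min and again at 10 min.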
LDHA block = LDHA (human) enzyme inhibition; P00338; purified LDHA, NADH/diaphorase-resazurin fluorescence; active compounds read low; activity change, % (values are at about 110 or 230 µM); 480,000 compounds, 0.15% hits; AID 1347041; in the data active = activity change below about -30%; inconclusive = mostly about -25% to -30%;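 also: plate controls were DMSO wells for no effect and wells without enzyme for full effect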
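Remaining NADH was detected by diaphorase (0.133 mg/mL) converting 37 µM resazurin to fluorescent resorufin, read at 0 and 20 minutes. The preceding 5-minute room-temperature reaction used 2 nM LDHA, 0.2 mM sodium pyruvate and 0.06 mM NADH at pH 7.4.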
ALOX12 inh = ALOX12 (human) lipoxygenase inhibition | P18054 | purified 12hLO, xylenol orange hydroperoxide absorbance | Potency, µM (top dose mostly 108 µM), without a hit: top-dose activity change, negative = inhibition, hits mostly inhibitors | 580,000 compounds, 1.1% hits; also: potency is read from the fitted curve at half-maximal effect
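Purified human 12hLO (150 nM final) in 25 mM Hepes, 0.01% Triton X-100, pH 7.0 was preincubated 15 min at room temperature with compound. Then 40 uM arachidonic acid was added, 30 min. Hydroperoxide was read by Fe-XO absorbance ratio 573/405 nm.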
* marks the source's active call; other numbers are inactive results; ? = inconclusive. Unless noted, calls follow the shape of the dose curve; as a rule, active = well fitted inhibition curve with a large enough effect; inconclusive = small, poorly fitted or top-dose-only effect, or another doubt; inactive = no such curve, though single readings can be large or run the other way. Unless noted, % is scaled to controls: 0 for no effect and ±100 for the full control effect. This is a subset; count on the stated rates, not on these rows.

SMILES	Pol eta inh	LDHA block	ALOX12 inh
COc1ccc(C(C)=O)cc1OCc1ccccc1	-20%	-18	-3%
COc1ccc(CC(=O)NCc2ccccc2F)cc1S(=O)(=O)N1CCOCC1	-22%	-8	4%
O[C@@H]1CN(CC2CCCCC2)[C@@H](c2ccc(Cl)cc2)C[C@H]1n1cc(-c2ccc(F)cc2)nn1	-20%	0	78%
CCOc1ccc(NC(=O)CSc2nc3ccsc3c(=O)n2CCCCC(=O)O)cc1	-99%	-2	-3%
O=[N+]([O-])c1ccc(C=NN2CCOCC2)s1	-4%	3	?
O=c1c2ccccc2sn1-c1ccc(Cl)cc1	0%	-52*	0.25µM*
COc1ccc(NC(=O)N(C)C[C@H]2OCc3cn(nn3)CCCC(=O)N([C@@H](C)CO)C[C@@H]2C)cc1	-24%	1	0%
CNC(=O)C[C@H]1C(=O)N(CCc2ccccc2)C[C@@H]1c1ccc(OC)cc1	-14%	-8	6%
O=C1c2cccc3c2C2(O)c4c1cccc4C(=O)c1cccc(c12)C3=O	-1%	2	-14%
O=C(c1cccc(S(=O)(=O)N2CCOCC2)c1)N1CCN(c2ncccn2)CC1	0%	-1	-8%
O=C(Nc1cccc([N+](=O)[O-])c1)c1ccc([N+](=O)[O-])o1	-5%	3	-8%
COc1ccc(CN2CCC[C@]3(N[C@H](c4ccc(C)cc4)[C@@H]4C(=O)N(Cc5ccccc5)C(=O)[C@@H]43)C2=O)cc1	-8%	-7	?
Cc1cccc2c(=O)n(C(=O)c3ccccc3)c(N)nc12	7%	-4	-1%
CCCN1CCN(C(=O)c2ccc(CS(=O)c3ccc(Br)cc3)o2)CC1 (stereo unspecified)	-7%	-2	1%
CC(=O)Nc1ccc(NC(=O)c2ccc(S(=O)(=O)N3CCCCCC3)cc2)cc1	-12%	-3	-25%
COc1cc2c(=O)n(C)c3ccccc3c2cc1OC	2%	-6	12%
Cc1cc(OCC(=O)OCC(=O)N2CCCc3ccccc32)ccc1Cl	-12%	3	-5%
O=C(O)C1CCN(C(=O)c2ccc(S(=O)(=O)N3CCCCCC3)cc2)CC1	5%	-10	-12%
O=S1(=O)C[C@@H](N2CCC(Cc3ccccc3)CC2)[C@H](COCc2ccccc2)N1	-27%	0	6%
C[C@H](CO)N1C[C@H](C)[C@H](CN(C)C(=O)c2ccc(N3CCN(C)CC3)cc2)OCc2cnnn2CCCC1=O	-23%	1	0%
COc1cccc(/C=C/C(=O)OCC(=O)N2c3ccccc3CC2C)c1 (stereo unspecified)	-22%	-2	-8%
COc1ccccc1C#CC1=CC(=O)C[C@H](c2ccc(F)cc2)C1	-16%	-12	?
Cc1ccc(Cl)cc1NCN1C(=O)c2ccccc2C1=O	-11%	1	-3%
Nc1ccccc1-c1nc2ccncc2[nH]1	-23%	-8	-3%
COc1ccccc1C(=O)NC(=O)COC(=O)c1cnccn1	-2%	1	-8%
CC(=O)Nc1ccc(NC(=O)CSc2nc(=O)n(CCCN3CCOCC3)c3c2CCC3)cc1	-16%	-9	?
O=S(=O)(N=C1C=CC(=NS(=O)(=O)c2ccccc2)c2ccccc21)c1ccccc1	50µM*	17	?
C[C@H](O)[C@@H]1C(=O)N2CCc3c([nH]c4ccccc34)[C@@H]2C[C@@H]1N(C)C(=O)NC1CCCCC1	-7%	-15	-22%
C[C@@H]1CN([C@@H](C)CO)C(=O)CCCn2nncc2CO[C@H]1CN(C)C(=O)Nc1cccc(Oc2ccccn2)c1	-7%	-8	?
COc1ccc(NC(=O)CSc2nnc3n2CCCCC3)cc1S(=O)(=O)N(C)C	3%	-5	-1%
O[C@H]1C[C@H](c2ccc(Cl)cc2)N(CC2CCCCC2)C[C@@H]1n1cc(-c2ccc(F)cc2)nn1	-22%	-2	-6%
O=C(COC(=O)CNC(=O)c1ccccc1)NC12CC3CC(CC(C3)C1)C2	0%	-4	-1%
O=C(c1cc(COc2cccc(C(F)(F)F)c2)on1)N1CCCC1	-14%	-1	-12%
C[C@@H]1CNC(=O)c2c(C(=O)N[C@@H](Cc3c[nH]c4ccccc34)C(=O)OC(C)(C)C)ncn21	-8%	0	9%
CCOc1cc2[nH]c(=S)n(CCC(=O)NC3CCCCC3)c(=O)c2cc1OCC	0%	-2	-1%
Cc1sc2ncnc(N3CCC(C(=O)N(C)CC(=O)Nc4cccc(F)c4)CC3)c2c1C	-6%	-3	0%
Cc1cc(C)cc(NC(=O)COC(=O)C2CC3C=CC2C3)c1 (stereo unspecified)	-7%	2	14%
Cc1ccc(S(=O)(=O)N(C)C[C@H]2Oc3ncc(-c4ccccc4)cc3C(=O)N([C@@H](C)CO)C[C@@H]2C)cc1	-10%	-1	?
COc1ccc(CCC(=O)O)c(C(CC(=O)O)C(=O)O)c1OS(=O)(=O)c1ccc(C)cc1 (stereo unspecified)	-19%	-2	-7%
CCCCCCN1C[C@@H](n2cc(COC(=O)c3ccccc3)nn2)[C@H](O)C[C@@H]1c1ccc(C)cc1	-27%	1	-18%
Cc1cc(C)n2nc(C(=O)OCC(=O)NC3CCS(=O)(=O)C3)nc2n1 (stereo unspecified)	-12%	-8	6%
COc1ccc(NC(=O)C[C@H]2C(=O)N(c3ccccc3)C[C@@H]2C)cc1	-17%	0	-4%
CC(=O)C1=C(O)C2(C)c3c(O)c(C)c(O)c(C(C)=O)c3OC2CC1=O (stereo unspecified)	-6%	-4	32µM*
C[C@@H]1CN([C@@H](C)CO)S(=O)(=O)c2ccc(Br)cc2O[C@H]1CN(C)Cc1ccc(-c2ccccc2)cc1	-10%	-1	17%
CC1CN(S(=O)(=O)c2cccc(C(=O)Nc3ccc(N4CCCCC4)cc3)c2)CC(C)O1 (stereo unspecified)	-19%	-3	10%
O=C(CCNC(=O)N1CC(=O)Nc2ccccc21)NCCc1ccc(Cl)cc1	-17%	-4	?
COC(=O)NC1CC2C=CC1C1C=CC21 (stereo unspecified)	-17%	-4	2%
CC(C)(C)Cc1c(-c2ccccc2)nc2ccc(Br)cn12	-15%	3	?

Nothing new here: an excerpt of the list.
SMILES	Pol eta inh	LDHA block	ALOX12 inh
CCOc1cc2[nH]c(=S)n(CCC(=O)NC3CCCCC3)c(=O)c2cc1OCC	0%	-2	-1%
Cc1sc2ncnc(N3CCC(C(=O)N(C)CC(=O)Nc4cccc(F)c4)CC3)c2c1C	-6%	-3	0%
Cc1cc(C)cc(NC(=O)COC(=O)C2CC3C=CC2C3)c1 (stereo unspecified)	-7%	2	14%
Cc1ccc(S(=O)(=O)N(C)C[C@H]2Oc3ncc(-c4ccccc4)cc3C(=O)N([C@@H](C)CO)C[C@@H]2C)cc1	-10%	-1	?
COc1ccc(CCC(=O)O)c(C(CC(=O)O)C(=O)O)c1OS(=O)(=O)c1ccc(C)cc1 (stereo unspecified)	-19%	-2	-7%
CCCCCCN1C[C@@H](n2cc(COC(=O)c3ccccc3)nn2)[C@H](O)C[C@@H]1c1ccc(C)cc1	-27%	1	-18%
Cc1cc(C)n2nc(C(=O)OCC(=O)NC3CCS(=O)(=O)C3)nc2n1 (stereo unspecified)	-12%	-8	6%
COc1ccc(NC(=O)C[C@H]2C(=O)N(c3ccccc3)C[C@@H]2C)cc1	-17%	0	-4%
CC(=O)C1=C(O)C2(C)c3c(O)c(C)c(O)c(C(C)=O)c3OC2CC1=O (stereo unspecified)	-6%	-4	32µM*
C[C@@H]1CN([C@@H](C)CO)S(=O)(=O)c2ccc(Br)cc2O[C@H]1CN(C)Cc1ccc(-c2ccccc2)cc1	-10%	-1	17%
CC1CN(S(=O)(=O)c2cccc(C(=O)Nc3ccc(N4CCCCC4)cc3)c2)CC(C)O1 (stereo unspecified)	-19%	-3	10%

Next part
SMILES	Pol eta inh	LDHA block	ALOX12 inh
CCN1CCN(C(=O)c2cc(COc3ccc(F)c(F)c3)on2)[C@@H](C)C1=O	-9%	1	-2%
O=C1CCN(CCCN2CCC(=O)NC2=S)C(=S)N1	-16%	-10	?
CC#CCOCC1CN(C)C(=O)O1 (stereo unspecified)	-2%	-2	-10%
Cc1ccccc1C(=O)NC1CC2CCCC(C1)N2CC(C)C (stereo unspecified)	1%	-2	-4%
CC(c1ccon1)N(C)C(=O)c1cccc(OC2CCN(S(C)(=O)=O)CC2)c1 (stereo unspecified)	-18%	-5	-11%
CCc1ccc([C@@H]2C[C@H]3[C@@H](CN2S(=O)(=O)c2ccc(C)cc2)C(=O)C[C@@H](c2ccc(Cl)cc2)N3S(=O)(=O)c2ccccc2C)cc1	-19%	-6	4%
CS(=O)(=O)N1CCC(C(=O)Nc2ccc(Cl)cc2Cl)CC1	-16%	0	11%
C[C@H](CO)N1C[C@H](C)[C@H](CN(C)C(=O)Nc2ccc3c(c2)OCCO3)OCc2cnnn2CCCC1=O	2%	2	-3%
Cc1ccc(S(=O)(=O)N(C)CC(=O)N(C)CCOc2ccccc2)cc1	-8%	-5	8%
Cc1ccc(S(=O)(=O)N2C[C@]3(O)C[C@@H]4C(=O)N(c5ccccc5)C(=O)[C@@H]4C[C@]3(OC(=O)Nc3c(C)noc3C)C2)cc1	-7%	-7	4%
O=C(c1ccccc1)c1ccsc1C(=O)c1ccccc1	-7%	-1	5%
CC1C(=O)N(Cc2cn(CCC3OCCCO3)nn2)CCS(=O)(=O)N1Cc1ccc(-c2ccc(Cl)c(Cl)c2)cc1 (stereo unspecified)	-11%	4	-4%
CCN(CC)C(=O)C1=C(C)N(Cc2ccccc2)C(=O)C(CC(=O)NCC2CCCCC2)C1 (stereo unspecified)	-4%	-5	7%
O=C1NN=C2CCCCCC12 (stereo unspecified)	-11%	1	14%
Nn1c(SCC(=O)NC2CCCCCC2)nnc1-c1ccco1	-9%	0	3%
CCCCc1cc(=O)oc2cc(OC(C)C(=O)NCCN3CCOCC3)ccc12 (stereo unspecified)	-6%	-6	-5%
C[C@H]1CN(c2ccc(Br)cc2)C(=O)[C@@H]1CC(=O)Nc1ccccc1	-15%	1	?
Cc1ccc(OCCC(=O)NNC(=O)c2ccncc2)cc1	-8%	0	2%
CCCOc1ccc(C(=O)Nc2ccc(N3CCOCC3)cc2N2CCOCC2)cc1OCC	-7%	1	0%
O=C(O)c1ccc(Cl)c(NC(=O)C2CCN(S(=O)(=O)c3ccc4c(c3)OCCO4)CC2)c1	-12%	-7	8%
CC(C)(C)OC(=O)NCCCCCNC(=O)c1ncn2c1c(=O)[nH]c1ccccc12	-8%	2	21%
C[C@H]1CN([C@@H](C)CO)C(=O)CCCn2cc(nn2)CO[C@@H]1CN(C)C(=O)Nc1ccc(N2CCCCC2)cc1	-11%	10	0%
O=C(NCCc1ccc(F)cc1)C1CCC(=O)N(CC2CCCCC2)C1 (stereo unspecified)	-9%	0	0%
Cc1ccc([C@@H]2C[C@H]3[C@@H](CN2S(=O)(=O)c2ccc(C)cc2)C(=O)C[C@@H](c2ccc(C)cc2)N3S(=O)(=O)c2ccc(Cl)cc2)cc1	-7%	-9	-6%
O=C1CC2CCCC(C1)S2=O (stereo unspecified)	-3%	-4	-21%
COc1ccc(C(CNC(=O)c2ccc(-c3ccccc3Cl)o2)N2CCCC2)cc1 (stereo unspecified)	-22%	-4	?
CC1=C(C(=O)N2CCOCC2)CC(CC(=O)NCC2CCCCC2)C(=O)N1Cc1ccccc1 (stereo unspecified)	-13%	-1	?
O=C(COC(=O)c1ccc(O)cc1)NC1CCCCCCC1	-12%	3	1%
CCC1NC(=O)c2cccnc2-n2c1nc1ccc(OC)cc1c2=O (stereo unspecified)	-4%	5	?
Cn1nc(N)c2ncc(-c3ccc(Cl)cc3)nc21	-10%	1	-13%
CN(C(=O)COC(=O)/C=C/c1ccccc1)C1CCS(=O)(=O)C1 (stereo unspecified)	-3%	-6	-10%
COCCN(C(=O)COC(=O)c1ccc2ccccc2c1)c1c(N)n(Cc2ccccc2)c(=O)[nH]c1=O	-13%	-2	-14%
CCN(CC(=O)Nc1ccc(NC(C)=O)cc1)CC(=O)Nc1cccc2ccccc12	-5%	-1	-6%
Cc1cccc(C(=O)NC2CCN(CC(=O)Nc3cccc(Cl)c3)CC2)c1	-3%	-9	2%
O=C(COc1ccc(S(=O)(=O)N2CCOCC2)cc1Cl)NCc1ccc2c(c1)OCO2	-4%	-11	7%
C[C@H](CO)N1C[C@H](C)[C@@H](CN(C)C(=O)c2ccc(F)cc2)Oc2cc(Br)ccc2S1(=O)=O	0%	2	17%
C[C@@H]1CCCCO[C@H](CN(C)S(=O)(=O)c2cccs2)[C@@H](C)CN([C@H](C)CO)C(=O)c2cc(NC(=O)C3CCCCC3)ccc2O1	-14%	-1	-10%
O=C(NCCc1cn2cccnc2n1)C1CCC(=O)N(Cc2ccccc2F)C1 (stereo unspecified)	-16%	-5	-1%
Cc1ccc(N2CC(O)CSC2=Nc2ccccc2)cc1 (stereo unspecified)	0%	-6	-5%
Oc1ccc(CCc2ccccn2)cc1	-15%	-10	-18%
COc1ccc(C(=O)CC(C(=O)O)c2ccc(OC)c(OC)c2)cc1OC (stereo unspecified)	-13%	2	?
Nc1ccn([C@@H]2O[C@H](CNCc3cnc(N4CCOCC4)nc3)[C@@H](O)[C@H]2O)c(=O)n1	-22%	-9	-15%
